Apoferritin bind: binds horse apoferritin like a general anesthetic | P02791 | apoferritin/1-aminoanthracene competitive binding, fluorescence | Potency, µM (series often up to 77.5 µM), inactives show top-dose activity change, negative = displacement, actives largely listed as inhibitors | actives 0.074% (n = 350,000); note: % is set by controls: 0 for no effect and ±100 for the full control effect; nearly all actives have a fitted effect of over 20% in size
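Horse-spleen apoferritin (10 uM) in 50% saturated 1-aminoanthracene in PBS was incubated 10 min at room temperature with compound. Fluorescence (ex 380, em 535 nm) was normalized to free and bound 1-AMA, with concentration-response fitted by a four-parameter Hill equation.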
Pol beta inh: inhibitors of human DNA polymerase beta; P06746; Pol beta primer extension/strand displacement, fluorescence kinetic; Potency, µM (doses to about 114 µM), for the others: at the highest dose activity change, negative = inhibition, usual class: inhibitors; actives 1.3% (n = 340,000); note: % is set by controls: 0 for no effect and ±100 for the full control effect
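10 nM enzyme + cpd, 15 min RT; start with substrate 50 nM final; read 0 min and after 10 min RT. Corrected, normalized data; 4-parameter Hill curve fit.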
Pol eta inh: blocks human DNA polymerase eta activity; actives 1.2% (n = 390,000); Potency, µM (series often up to 114 µM), for inactives: top-dose activity change, negative = inhibition, usual class: inhibitors; recombinant Pol eta, fluorescent DNA replication assay; note: % is set by controls: 0 for no effect and ±100 for the full control effect
Target sequence (Q9Y253 whole entry, looked up): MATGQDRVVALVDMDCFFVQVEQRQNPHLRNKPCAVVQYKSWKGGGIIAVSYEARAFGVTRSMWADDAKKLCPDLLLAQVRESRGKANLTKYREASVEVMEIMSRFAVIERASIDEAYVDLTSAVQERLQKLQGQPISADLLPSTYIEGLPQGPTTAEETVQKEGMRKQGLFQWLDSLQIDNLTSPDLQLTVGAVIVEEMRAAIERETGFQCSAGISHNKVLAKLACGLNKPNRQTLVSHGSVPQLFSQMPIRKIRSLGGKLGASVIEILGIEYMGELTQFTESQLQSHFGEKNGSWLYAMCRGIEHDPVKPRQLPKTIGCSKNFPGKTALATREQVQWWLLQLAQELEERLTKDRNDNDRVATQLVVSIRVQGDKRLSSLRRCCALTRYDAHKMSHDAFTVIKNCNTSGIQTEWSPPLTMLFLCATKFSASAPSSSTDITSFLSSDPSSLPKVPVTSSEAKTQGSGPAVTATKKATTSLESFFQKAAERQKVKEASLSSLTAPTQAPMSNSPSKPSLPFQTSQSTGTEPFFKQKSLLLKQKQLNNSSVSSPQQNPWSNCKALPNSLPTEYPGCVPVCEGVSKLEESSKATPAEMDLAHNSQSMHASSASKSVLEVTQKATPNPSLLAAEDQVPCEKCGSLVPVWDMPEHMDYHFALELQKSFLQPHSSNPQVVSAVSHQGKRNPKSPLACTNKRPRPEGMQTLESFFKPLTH
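Pol eta at 10 nM preincubated with compounds 15 min at room temperature; reaction started with fluorescent substrate (50 nM final) and read kinetically at 0 and 10 min.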
BLM inh: inhibitors of human Bloom syndrome helicase BLM | AID 2528 | P54132 | recombinant BLM DNA unwinding, fluorescence dequenching | actives 0.2% (n = 350,000) | Potency, µM (series often up to 56.1 µM), for inactives: at the top dose activity change, negative = inhibition, most hits filed as inhibitors;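 note: plate controls were vehicle for no effect and no enzyme for full effect; nearly all actives have a fitted effect of over 35% in size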
Pol kappa inh: DNA polymerase kappa (human) inhibition; Q9UBT6; purified Pol kappa, fluorescent DNA synthesis assay, 10 min; Potency, µM (top dose mostly 107 µM), for inactives: top-dose activity, negative = inhibition, hits mostly inhibitors; actives 0.53% (n = 400,000); AID 588579; note: % is set by controls: 0 for no effect and ±100 for the full control effect
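10 nM Pol kappa was preincubated with compounds for 15 min at room temperature. Reaction started with 50 nM (final) substrate. Fluorescence read kinetically at 0 and 10 min.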
Pol iota inh: inhibitors of human DNA polymerase iota | Q9UNA4 | Pol iota fluorescent replication assay, 10 min | Potency, µM (doses to about 115 µM), for inactives: top-dose activity, negative = inhibition, actives largely listed as inhibitors | actives 1% (n = 390,000) | AID 588590
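Fluorescent replication assay read twice, at 0 min and 10 min after adding 50 nM (final) substrate. Enzyme (10 nM) and compounds were first incubated 15 min at room temperature; enzyme-free buffer wells were negative controls.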
G9a block: inhibitors of human histone lysine methyltransferase G9a | actives 8.8% (n = 350,000) | Potency, µM (series often up to 102 µM), without a hit: top-dose activity, negative = inhibition, most hits filed as inhibitors | Q96KQ7 | G9a H3K9 monomethylation, AlphaScreen, 2 h; note: % is set by controls: 0 for no effect and ±100 for the full control effect; nearly all actives have a fitted effect of over 75% in size
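Methyltransferase reactions run at room temperature for 2 h (20 nM enzyme, 500 nM biotin-H3K9 peptide, 20 uM SAM) after a 15 min compound preincubation; product detected by AlphaScreen beads and anti-H3K9me1 antibody.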
BAZ2B inh: blocks human BAZ2B; Potency, µM (series often up to 114 µM), for inactives: at the top dose activity change, negative = inhibition, hits mostly inhibitors; Q9UIF8; actives 4.4% (n = 360,000); AlphaScreen BAZ2B-H3K14Ac peptide displacement; note: % is set by controls: 0 for no effect and ±100 for the full control effect; nearly all actives have a fitted effect of over 60% in size
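Complex of BAZ2B and biotin-H3K14Ac (50 nM apiece) forms over 30 min at RT, then faces library compounds up to 110 uM for another 30 min; AlphaScreen beads added, 20 min dark incubation, luminescence read.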
APE1 inh: inhibitors of human APE1 endonuclease; recombinant APE1, TAMRA/BHQ-2 abasic DNA cleavage fluorescence; Potency, µM (doses to about 65.8 µM), for the others: top-dose activity change, negative = inhibition, usual class: inhibitors; actives 0.35% (n = 350,000);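 note: plate controls were vehicle for no effect and reference inhibitor for full effect; nearly all actives have a fitted effect of over 55% in size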
Target sequence (P27695 whole entry, looked up): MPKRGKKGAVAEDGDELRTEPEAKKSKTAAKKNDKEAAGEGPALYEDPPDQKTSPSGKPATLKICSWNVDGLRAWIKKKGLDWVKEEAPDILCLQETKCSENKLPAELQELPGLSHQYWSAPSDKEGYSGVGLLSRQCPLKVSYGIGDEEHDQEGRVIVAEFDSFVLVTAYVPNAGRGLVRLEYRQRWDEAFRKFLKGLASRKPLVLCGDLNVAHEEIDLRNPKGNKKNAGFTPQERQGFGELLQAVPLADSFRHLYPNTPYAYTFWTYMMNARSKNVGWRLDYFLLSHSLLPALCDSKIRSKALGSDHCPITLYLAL
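Quantitative HTS: incision of a TAMRA/BHQ-2 double-stranded substrate bearing a tetrahydrofuran abasic site by 0.75 nM APE1 raises fluorescence. Substrate 50 nM final, added after 15 min compound preincubation at room temperature; progress as third-minus-first kinetic read difference.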
Numbers without * were called inactive; i = inactive; ? = inconclusive; . = not tested or not shown; & = joins results of further samples; [ ] = another dose, or the depositor's remark. Calls come from the whole dose curve; as a rule, active = well fitted curve in the direction sought with a large enough effect; inconclusive = small, poorly fitted or top-dose-only effect, or another doubt; inactive = no such curve, though single readings can be large; an effect the other way counts as inactive or inconclusive. Potency is the fitted concentration of half-maximal effect. An excerpt; count on the stated rates, not on these rows.

cpd	SMILES	Apoferritin bind	Pol beta inh	Pol eta inh	BLM inh	Pol kappa inh	Pol iota inh	G9a block	BAZ2B inh	APE1 inh
1	COc1ccc(NC(=O)Cc2coc3ccc4ccccc4c23)cc1S(=O)(=O)N1CCOCC1	4%	-23%	-16%	-1%	-10%	-12%	?	?	-3%
2	O=C(c1ccc(Cl)cc1Cl)N1CCC(c2nc3c(nnn3Cc3ccco3)c(=O)[nH]2)CC1	-2%	0%	-3%	-3%	1%	14%	45µM*	-7%	9%
3	C=C(C)[C@@H](O)COc1c2ccoc2cc2oc(=O)ccc12	.	.	3%	.	5%	13%	-5%[2.33 µM]	11%	-8%
4	O=C(c1n[nH]c2ccccc12)N1CCOCC1	-2%	42%	-17%	-3%	-5%	6%	-1%	-19%	-6%
5	CCN(C(=S)NCc1ccccc1)c1cccc2ccccc12	36%[activator]	15%	-16%	-14%	-9%	2%	70%[activator]	32%	-8%
6	COc1cccc(CC(=O)OCC(=O)NC2(C#N)CCCCC2)c1	.	.	-10%	.	7%	29%	?	10%	11%
7	CCOC(=O)c1c(C)[nH]c(C(=O)COC(=O)c2ccc([N+](=O)[O-])o2)c1C	.	.	?	.	-11%	61%[activator]	.	.	20%
8	CCn1c(CC(=O)Nc2ccccc2)nnc1SCC(=O)Nc1ccccc1C(=O)OC	1%	20%	-4%	-6%	6%	8%	-8%[12.7 µM]	-9%	3%
9	Cc1cc(N2CCCCCC2)nc(-c2ccccc2O)n1	-5%	-12%	-17%	-3%	17%	?	14%[12.7 µM]	111%[activator]	13%
10	OC(COC1CCCCC1)CN1CCCCC1 (configuration not stated)	-7%	0%	18%	2%	0%	3%	7.9µM*	56µM*	63%[activator]
11	COc1cccc(SCc2noc(C(=O)NC(C)C)c2C(=O)O)c1	7%	9%	-18%	0%	-7%	-10%	32%[0.501 µM]	-29%	1%
12	Cc1ccc(NC(=S)NCCN2CCOCC2)cc1F	-6%	-10%	-17%	1%	-7%	30%	10%	-19%	1%
13	O=C(Nc1ccccc1)c1ccc(N2CCN(c3ccccc3)CC2)c(S(=O)(=O)N2CCOCC2)c1	-4%	-11%	-2%	-6%	-12%	14%	16%	79µM*	-3%
14	CC1CN(C(=O)CCC(=O)NCc2ccccc2)c2ccccc2O1 (configuration not stated)	-20%	5%	-8%	2%	9%	-12%	4%	8%	43%
15	Cc1ccc(SCCNCc2ccco2)cc1	-11%	-20%	-6%	-2%	-16%	?	16%	-35%	52%
16	Cc1cc2cc(CN(Cc3ccco3)C(=S)NCC3CCCO3)c(=O)[nH]c2cc1C (configuration not stated)	-19%	31%	-13%	-6%	-11%	-2%	?	?	11%
17	CCOC(=O)C1(CCOC)CCN(Cc2ccc(COC)o2)CC1	-1%	7%	4%	2%	-14%	33%[activator]	.	0%	-7%
18	CCOC(=O)N1CCN(C(=O)CCCn2c(=O)[nH]c3ccccc3c2=O)CC1	-7%	39%	3%	-3%	-7%	i	21%[59 µM]	-1%	-1%
19	CC(C(=O)Nc1ccc(N(C)C)cc1)N1C(=O)c2ccccc2S1(=O)=O (configuration not stated)	.	.	-7%	.	-11%	52%[activator]	14µM*	?	28%
20	C[C@@H](NC(=O)c1nc[nH]c1C(=O)N1CCc2ccccc2C1)c1ccccc1	.	.	-22%	.	0%	27%	2%[2.33 µM]	-9%	-5%
21	O=C(N[C@H]1CCCCNC1=O)c1cc(COc2ccc(F)cc2F)on1	-5%	?	-3%	-1%	1%	-25%	-13%	3%	-11%
22	Cc1cccc(N2C(=O)C3CCCN3C2=S)c1C (configuration not stated)	.	.	-19%	.	-6%	26%	?	15%	-4%
23	O=C(c1ccc(-n2cccc2)cc1)N1CCOCC1	-7%	12%	-11%	4%	0%	12%	-27%	-7%	0%
24	COc1cc(NC(=O)c2cc(-c3ccco3)on2)c(OC)cc1Cl	-2%	15%	-8%	-7%	-7%	12%	-49%	2%	1%
25	Cc1nc2ccc(S(=O)(=O)NC(C(=O)Nc3nccs3)C(C)C)cc2s1 (configuration not stated)	3%	-1%	8%	-2%	11%	10%	?	-15%	-1%
26	Cc1ccccc1NC(=O)c1c(O)c2cccc3c2n(c1=O)CC3	-11%	14%	.	-2%	.	.	-3%	9%	0%
27	COc1ccccc1N1CCN(C(=O)CCc2ccc(S(=O)(=O)NCC(C)C)cc2)CC1	-19%	1%	2%	-3%	-16%	4%	-15%[59 µM]	?	-1%
28	O=C(COC(=O)Cc1ccc(Cl)cc1)NCc1cccs1	.	.	-3%	.	4%	7%	.	.	10%
29	COc1ccc(C(=O)CSc2nnc(NC(=O)C3CC(=O)N(c4ccccc4C)C3)s2)cc1 (configuration not stated)	-14%	?	?	-12%	0%	-17%	35µM*	5%	-6%
30	CN(Cc1c(C(=O)N2CCc3ccccc3C2)nc2ccc(Cl)cn12)C(C1CC1)C1CC1	-10%	0%	?	-4%	-15%	7%	-49%	-39%	-2%

Arranged by value in Pol eta inh (lowest first): some entries from above
cpd	SMILES	Pol eta inh
13	O=C(Nc1ccccc1)c1ccc(N2CCN(c3ccccc3)CC2)c(S(=O)(=O)N2CCOCC2)c1	-2%
3	C=C(C)[C@@H](O)COc1c2ccoc2cc2oc(=O)ccc12	3%
17	CCOC(=O)C1(CCOC)CCN(Cc2ccc(COC)o2)CC1	4%
25	Cc1nc2ccc(S(=O)(=O)NC(C(=O)Nc3nccs3)C(C)C)cc2s1 (configuration not stated)	8%

The list continues.
cpd	SMILES	Apoferritin bind	Pol beta inh	Pol eta inh	BLM inh	Pol kappa inh	Pol iota inh	G9a block	BAZ2B inh	APE1 inh
31	CN1CCN(c2nc3c(c(=O)[nH]c(=O)n3C)n2CC(N)=O)CC1	-8%	8%	-12%	1%	8%	20%	26%	3%	?
32	O=C(CC1N=C2c3ccccc3N=C(SCc3ccc(F)cc3)N2C1=O)NCc1cccs1 (configuration not stated)	?	3%	-19%	-1%	1%[60.1 µM]	18%	4%[59 µM]	10%	.
33	COc1ccc(C2Nc3ccccc3C(=O)N2NS(=O)(=O)c2ccc(C)cc2)cc1 (configuration not stated)	60%[activator]	1%	-3%	-8%	-14%	?	-1%	-12%	8%
34	Cc1cc(C)c2c(=O)[nH]cnc2n1	-3%	19%	-8%	-3%	14%[60.1 µM]	-10%	7%	-2%	-1%
35	CCCC1([C@H](O)C/C=C/[C@H]2[C@H](O)CC(=O)[C@@H]2CCCCCCC(=O)OC)CCC1	-21%	.	.	-14%	-13%[60.1 µM]	.	.	.	-1%
36	OC1CCN(C(=S)Nc2ccc(Nc3ccccc3)cc2)CC1	-13%	-11%	-10%	-4%	-6%	-10%	?	?	3%
37	O=C1CN(C(=O)c2ccc(S(=O)(=O)N3CCCC3)cc2)C(c2ccc(F)cc2)c2cc(Br)ccc2N1 (configuration not stated)	-20%	12%	-15%	-4%	0%	10%	-2%[59 µM]	-1%	.
38	CCCCCCCC/C=C\C/C=C\C/C=C\CCCC(=O)NCCO	-8%	.	.	1%	3%[19.4 µM]	.	30%[59 µM]	.	-2%&1%
39	C=C1c2ccccc2NC(=S)N1Cc1ccc2c(c1)OCO2	-4%	2%	-10%	-2%	-1%	35%[activator]	32µM*	-32%	-6%
40	Cc1cc(OCC(=O)NCCCN2CCCC2=O)c2c(C)cc(=O)oc2c1	-6%	30%	2%	5%	-3%	-2%	11%[0.0925 µM]	-4%	-9%
41	CC(=O)COc1ccc2c(-c3cccc([N+](=O)[O-])c3)cc(=O)oc2c1	-15%	2%	-3%	-4%	11%	23%	?	-16%	0%
42	COc1cc(/C=N/NC(=O)c2cccnc2)ccc1OCC(=O)N1CCOCC1	-6%	14%[57.1 µM]	-1%	-1%	-4%	22%	26%	0%	0%
43	CCCC(=O)NC(C)c1nc2ccccc2[nH]1 (configuration not stated)	10%	7%	-15%	-3%	-5%	30%[activator]	-6%[59 µM]	11%	-2%
44	Cc1nc(-c2ccccc2)sc1C(=O)NN	-13%	1%	-14%	2%	5%	17%	?	-30%	0%
45	CCOC(=O)C1CCN(C(=O)C2CCN(S(=O)(=O)c3cc(Cl)ccc3OCC)CC2)CC1	-10%	1%	-8%	0%	-17%	15%	.	-11%	-5%
46	CC1CCN(C(=O)c2cc3c(=O)n4ccccc4nc3s2)CC1	149%[activator]	-2%	-2%	-3%	-9%	?	22%	18%	39%
47	Cc1cc(C)c2c(n1)SCC(=O)N2CC(=O)Nc1c(C)cccc1C	-4%&-4%	10%&1%	-25%&-21%	-3%&1%	-23%&2%	?	3%[59 µM]	1%&-1%	14%
48	CCC1(CC)Cc2ccccc2-c2nc(NN)[nH]c(=O)c21	-11%	-14%	-7%	1%	-13%	51%[activator]	3%	-3%	5%
49	O=C(COc1ccccc1)N1CCN=C1SCc1cccnc1	?	34%	-7%	-3%	10%	-5%	?	-2%	-8%
50	CCOC(=O)c1cc(-c2ccccc2)n(CCC(=O)Nc2nc3c(C)cccc3s2)c1C	-2%	-24%	-19%	-3%	-13%[60.1 µM]	26%	-39%[59 µM]	-32%	.
51	O=C1c2ccsc2SCCN1Cc1ccc(F)cc1	-5%	-10%	-13%	-3%	-8%	-12%	0%	-6%	66%
52	CCn1c(=O)c2cc(C(=O)Nc3cccc(C(C)=O)c3)sc2c2ccccc21	6%	10%	-2%	-3%	-12%	26%	.	4%	1%
53	CC(C)CSc1nc2c(=O)[nH][nH]c(=O)c2n1Cc1ccccc1	1%	38%	0%	-13%	-29%	-2%	-7%[59 µM]	7%	20%

Screens deposited in PubChem BioAssay by National Center for Advancing Translational Sciences (NCATS).
